From PubChem
D3 antag – antagonists of human D3 dopamine receptor; P35462; max response, negative = inhibition, %; D3R cells, DiscoveRx beta-arrestin luminescence, antagonist mode; stronger effect = lower value; 360,000 tested, 2.5% active; in the data active = max response below about -50%; inconclusive = no clear call, values can overlap the other calls; also: % is scaled to controls: 0 for no effect and ±100 for the full control effect; mostly tested at two doses, the higher about 12 µM
Target sequence (P35462 whole entry, looked up): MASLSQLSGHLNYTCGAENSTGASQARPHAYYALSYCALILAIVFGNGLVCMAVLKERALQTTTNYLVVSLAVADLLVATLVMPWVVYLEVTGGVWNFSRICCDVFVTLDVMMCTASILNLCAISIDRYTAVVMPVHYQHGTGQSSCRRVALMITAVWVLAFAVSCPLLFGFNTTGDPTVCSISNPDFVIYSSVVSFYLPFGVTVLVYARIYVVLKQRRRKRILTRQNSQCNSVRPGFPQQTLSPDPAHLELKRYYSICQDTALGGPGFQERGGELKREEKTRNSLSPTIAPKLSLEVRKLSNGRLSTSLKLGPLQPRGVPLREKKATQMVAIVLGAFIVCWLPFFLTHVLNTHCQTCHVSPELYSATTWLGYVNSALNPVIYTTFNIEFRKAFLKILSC
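Cells plated overnight at 1500 cells/well, then exposed to library compounds with dopamine controls for 90 minutes at 37 degrees C. DiscoveRx reagent added for 30–60 minutes at room temperature; luminescence read, quantitative HTS format.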
Akt phos inh – blocks phosphorylation of Akt; Neuro2A IGF-stimulated pAkt S473 HTRF, 20 min; stronger effect = lower value; activity change, % for hits at 50 µM; 360,000 tested, 0.32% active; in the data active = activity change below about -80%; inconclusive = mostly about -51% to -80%; also: % is scaled to controls: 0 for no effect and ±100 for the full control effect
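Neuro2A cells (4,500/well, DMEM with 0.5% FBS) were treated with compound at a single 50 µM final concentration, stimulated with 6 nM IGF for 20 min at 37 °C, and lysed. Phospho-Akt Ser473 was read by HTRF as 665/615 ratio ×10^4.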
EPAC2 antag – blocks human EPAC2 exchange factor; Q8WZA2; EPAC2 GEF exchange of Rap1B-BODIPY-GDP, fluorescence; Potency, µM (top dose mostly 114 µM), for inactives: at the highest dose activity, negative = inhibition, actives largely listed as inhibitors; 360,000 tested, 0.18% active; AID 720708; also: potency is read from the fitted curve at half-maximal effect; % is scaled to controls: 0 for no effect and ±100 for the full control effect; nearly all actives have a fitted effect of over 45% in size; many of its hits are not listed in these tables
EPAC2 ag – agonists of human EPAC2 (RAPGEF4); Q8WZA2; Potency, µM (titrated, usually from 154 µM), for the others: at the highest dose activation, most hits filed as activators; 360,000 tested, 0.079% active; AID 720711; EPAC2 activation, biochemical qHTS; response scale: 100% = 6.5 mM cAMP response; also: potency is read from the fitted curve at half-maximal effect; nearly all actives have a fitted effect of over 50% in size
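Compounds were titrated in qHTS against a Rap1B-BODIPY-GDP (250 nM) complex with EPAC2 (100 nM) and GDP (50 uM). BODIPY-GDP release tracked at 480/540 nm over 30 min at room temperature, normalized to 6.5 mM cAMP.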
Mm-Cpn inhibitor – inhibitors of Methanococcus maripaludis chaperonin (MmCpn); Potency, µM (highest dose often 76.9 µM), for inactives: at the top dose activity, negative = inhibition, actives largely listed as inhibitors; 330,000 tested, 0.031% active; AID 504842; purified Mm-Cpn ATPase, ADP Transcreener TR-FRET; also: potency is read from the fitted curve at half-maximal effect; % is scaled to controls: 0 for no effect and ±100 for the full control effect; nearly all actives have a fitted effect of over 80% in size
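Measured: ADP formation by purified Mm-CPN. Conditions: 25 nM protein, 10 uM ATP, Tris pH 7.4 with Mg2+, K+ and DTT, 37°C for 30 min. Detection: Transcreener HTRF after 30 min at room temperature.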
CCT chaperon mod – modulators of cytosolic chaperonin (CCT/TRiC) activity | purified chaperonin ATPase assay, HTRF ADP detection, 30 min | activity change, % (no concentration beside the values), hits read low | 360,000 tested, 0.3% active | AID 651819; in the data active = activity change below about -30%; also: % is scaled to controls: 0 for no effect and ±100 for the full control effect
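We incubate TRiC, 40 or 20 nM final, with library compounds at 76 uM and 10 uM ATP for 30 min at 37 °C. ADP formed is detected with Transcreener HTRF reagents after 30 min at room temperature.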
PTHR1 agonist – PTHR1 (human) receptor agonism | Potency, µM (highest dose often 115 µM), inactives show at the highest dose activation, actives largely listed as activators | HEK293 GP2 PTHR1 cells, GloSensor cAMP luminescence, 1 h | 410,000 tested, 0.075% active; also: potency is read from the fitted curve at half-maximal effect; nearly all actives have a fitted effect of over 55% in size; some results filed as inactive show a strong effect at the top dose; inactives centre near -15; many of its hits are not listed in these tables
Target sequence (Q03431 whole entry, looked up): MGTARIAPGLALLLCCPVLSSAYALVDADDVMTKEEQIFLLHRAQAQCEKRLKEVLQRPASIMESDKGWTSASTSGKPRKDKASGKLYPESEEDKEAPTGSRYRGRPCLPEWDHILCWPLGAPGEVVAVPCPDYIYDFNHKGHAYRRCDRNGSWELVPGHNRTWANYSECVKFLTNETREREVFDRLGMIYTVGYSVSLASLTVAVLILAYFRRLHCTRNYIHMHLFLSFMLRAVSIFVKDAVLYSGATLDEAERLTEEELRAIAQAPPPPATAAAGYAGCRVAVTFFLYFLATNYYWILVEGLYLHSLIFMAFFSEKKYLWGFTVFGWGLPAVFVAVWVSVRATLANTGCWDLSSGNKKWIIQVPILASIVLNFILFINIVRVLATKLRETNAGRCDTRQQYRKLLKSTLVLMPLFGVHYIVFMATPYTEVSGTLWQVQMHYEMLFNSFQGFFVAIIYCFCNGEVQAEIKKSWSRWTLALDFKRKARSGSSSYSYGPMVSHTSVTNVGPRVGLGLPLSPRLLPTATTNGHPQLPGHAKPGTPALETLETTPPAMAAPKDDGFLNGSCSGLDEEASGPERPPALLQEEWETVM
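HEK-293-derived GP2 cells expressing PTHR1 and a GloSensor cAMP reporter, 3,000/well, plated overnight, given luciferin plus IBMX (each 0.5 mM as added) for 1 h at 37 °C, then compound for 1 h at 37 °C. Luminescence was read after 15 min at room temperature.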
D3 ag – agonists of human D3 dopamine receptor; max activation, %; 410,000 tested, 0.58% active; D3R DiscoveRx beta-arrestin cells, luminescence, 90 min; in the data active = max activation above about 30%; also: 0% is about no effect; mostly tested at two doses, the higher about 12 µM
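Agonist mode: compounds and dopamine controls were applied to plated cells for 90 min at 37 degrees C after an overnight attachment at 1500 cells/well. Luminescent read-out followed 30 - 60 minutes at room temperature with DiscoveRx detection reagent.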
An asterisk follows results filed as active; i = inactive; ? = inconclusive; . = no result given; & = joins results of further samples; [ ] = dose if it differs, or a comment. Unless noted, calls follow the shape of the dose curve; as a rule, active = well fitted curve in the direction sought with a large enough effect; inconclusive = small, poorly fitted or top-dose-only effect, or another doubt; inactive = no such curve, though single readings can be large; an effect the other way counts as inactive or inconclusive. Some of the compounds tested. The share of hits here may be higher or lower than overall.

SMILES	D3 antag	Akt phos inh	EPAC2 antag	EPAC2 ag	Mm-Cpn inhibitor	CCT chaperon mod	PTHR1 agonist	D3 ag
Cc1cc(C)c(-n2c(O)c(/C=N/N3CCCCC3c3cccnc3)c(=O)[nH]c2=O)c(C)c1 (configuration not stated)	5.5	i	11.1%	-0.4%	-0.4%	2.5	i	-3.4
Cc1ccc(C)c(NC(=O)CSc2nnc([C@@H](N)Cc3c[nH]c4ccccc34)o2)c1	4.4	i	-3.4%	12.5%	1.5%	0.1	-3.9%[57.5 µM]	-2.1
CC(C(=O)c1c[nH]c2ccccc12)N1CCOCC1 (configuration not stated)	12.3	i	0.1%	5.1%	2.6%	2.5	-12.7%	4.6
NCCc1ccc(O)cc1	3.1	i	9.6%	1.5%	-0.1%	-0.1	-21.8%	32.2*
CCCCn1c(O)c(C(CC)=NCCCN(C)C)c(=O)[nH]c1=O	-64.1*	i	21.2%	10.0%	-2.0%	0.7	-14.6%	-5.4
CCOC(=O)c1cccc(-[n+]2c(-c3ccccc3)cc(-c3ccccc3)cc2-c2ccccc2)c1	-18.3	i	8.3%	1.3%	-4.5%	-4.2	-96.5%[inhibitor]	0.7
CCC(c1nnnn1-c1ccc(OC)cc1)N1CCC2(CC1)C(=O)NCN2c1ccccc1 (configuration not stated)	-12.7	i	10.2%	9.9%	.	-0.1	-16.0%	4.1
C[C@]12CCC(=O)C[C@@H]1CC[C@@H]1[C@@H]2CC[C@]2(C)[C@@H](O)CC[C@@H]12	-0.1	i	2.6%	2.7%	-3.0%	-3.5	-26.9%	-2.1&12.2
O=C(c1ccc(C(F)(F)F)cc1)C1CCCN(Cc2ccncc2)C1 (configuration not stated)	5.9	i	0.0%	-8.5%	-1.8%	2.5	-42.5%[inhibitor]	-1.8
O=P(Oc1ccccc1)(Oc1ccccc1)N1CCN(c2ccc(F)cc2)CC1	3.1	i	-0.9%	11.1%	0.8%	0.2	-28.5%	3.4

Complete entries as entered above.
`CCCCn1c(O)c(C(CC)=NCCCN(C)C)c(=O)[nH]c1=O` reads D3 antag: -64.1*; Akt phos inh: i; EPAC2 antag: 21.2%; EPAC2 ag: 10.0%; Mm-Cpn inhibitor: -2.0%; CCT chaperon mod: 0.7; PTHR1 agonist: -14.6%; D3 ag: -5.4
`Cc1cc(C)c(-n2c(O)c(/C=N/N3CCCCC3c3cccnc3)c(=O)[nH]c2=O)c(C)c1` (configuration not stated) reads D3 antag: 5.5; Akt phos inh: i; EPAC2 antag: 11.1%; EPAC2 ag: -0.4%; Mm-Cpn inhibitor: -0.4%; CCT chaperon mod: 2.5; PTHR1 agonist: i; D3 ag: -3.4
`Cc1ccc(C)c(NC(=O)CSc2nnc([C@@H](N)Cc3c[nH]c4ccccc34)o2)c1` reads D3 antag: 4.4; Akt phos inh: i; EPAC2 antag: -3.4%; EPAC2 ag: 12.5%; Mm-Cpn inhibitor: 1.5%; CCT chaperon mod: 0.1; PTHR1 agonist: -3.9%[57.5 µM]; D3 ag: -2.1

Continued.
SMILES	D3 antag	Akt phos inh	EPAC2 antag	EPAC2 ag	Mm-Cpn inhibitor	CCT chaperon mod	PTHR1 agonist	D3 ag
O=C(c1c[nH]c2ccc(S(=O)(=O)N3CCOCC3)cc2c1=O)N1CCC2(CC1)OCCO2	-0.3	i	-10.4%	0.3%	-1.0%	1.2	i	-10.0
CC(=NCc1ccc2c(c1)OCO2)c1c(O)[nH]c(=O)[nH]c1=O	10.4	i	12.1%	1.1%	0.7%	2.3	-2.1%[57.5 µM]	6.5
COc1cccc(CN2CCCCC2c2cccnc2)c1 (configuration not stated)	-16.7	i	1.4%	8.6%	0.6%	-1.7	i	-13.9
OCC(Br)CBr (configuration not stated)	30.3	i	7.7%	1.3%	1.6%	-3.2	i	15.0
C=CCn1c(O)c(C(C)=NCCCn2ccnc2)c(=O)[nH]c1=O	6.4	i	0.8%	10.4%	-3.7%	-1.1	-14.9%	1.8
COc1ccc(OC)c(N2Cc3ccccc3C2=N)c1	-5.6	i	9.7%	7.5%	0.4%	-1.7	-9.2%	-6.7
O=[N+]([O-])c1cccc2c([N+](=O)[O-])cccc12	9.8	.	-7.9%	9.0%	-2.7%	-1.5	i	4.9
COC(=O)C1=CO[C@@H](C)[C@H]2CN3CC[C@]4(C(=O)Nc5ccccc54)[C@@H]3C[C@H]12	8.3	i	-5.0%	5.3%	.	-1.3	-9.4%	-1.3
CC(=O)c1ccc2c(c1)C1C(Cl)C(Sc3ccccc3[N+](=O)[O-])CC1C(c1ccccc1)N2 (configuration not stated)	-16.9	i	-2.5%	0.2%	0.3%	-1.6	-4.7%[57.5 µM]	-2.6
Cc1cccc(NP(=O)(Oc2ccccc2F)Oc2ccccc2F)c1C	15.7	i	-16.9%	1.6%	0.9%	-2.3	-8.2%	7.0
CC(C)(C)n1nnnc1C(c1cccc2ccccc12)N1CCC2(CC1)C(=O)NCN2c1ccccc1 (configuration not stated)	10.2	i	11.8%	1.7%	.	-0.1	-22.7%	-6.7
COc1cc(CC(=O)N2C[C@H]3C[C@@H](C2)c2cccc(=O)n2C3)cc(OC)c1OC	0.0	i	1.6%	7.4%	0.7%	0.9	-9.7%	-0.9
CC(C)c1oc(=O)cc2c1[C@@H](O)[C@H]1OC(=O)[C@@]3(C)CC[C@@H](O)[C@@]2(C)C13 (some centres not stated)	-28.9	i	-0.9%	6.2%	-1.2%	0.5	-4.2%	16.3
Cc1cccc(C)c1NC1=NCCCCS1	-14.3	i	3.1%	2.9%	2.9%	-1.3	-21.3%	0.5
CSc1ccc(C(=O)C2CCCN(Cc3cnc(SC)nc3)C2)cc1 (configuration not stated)	-10.0	i	-4.3%	7.5%	2.0%	1.4	-82.4%[inhibitor]	-12.0
COC(=O)c1cn(C(=O)c2cccc3ccccc23)c2ccccc12	-28.2	i	8.91µM*	14.0%	-3.3%	-4.5	-27.6%	-8.2
C[C@]12CC[C@@H](O)CC1=CC(=O)C1C2CC[C@]2(C)C(=O)[C@H](O)CC12 (some centres not stated)	21.2	i	3.8%	0.4%	.	1.1	22.2%	3.6
COc1ccccc1N(CC(=O)NC1CCCCC1)C(=O)c1cnn(C(C)C)c1	-3.5	i	-2.3%	13.9%	0.6%	-4.3	-4.8%[57.5 µM]	-15.0
C[C@]12CC[C@H]3[C@@H](CC[C@]4(O)C[C@@H](O)CC[C@]34C=O)[C@@]1(O)CC[C@@H]2C1=CC(=O)OC1	4.3	i	-11.5%	-4.8%	0.7%	0.2	-36.5%	-0.2
CCOC(=O)C1=C(C)OC(N)=C(C#N)C12C(=O)N(C)c1ccccc12 (configuration not stated)	4.5	i	2.6%	-0.8%	0.4%	0.7	i	1.5
O=c1[nH]c(=O)n(-c2ccc(F)cc2)c(O)c1C=Nc1ccccc1N1CCCC1	-4.3	i	33.4%[activator]	-5.3%	-0.5%	-1.8	-1.9%	-2.8
CN1Cc2cnnn2-c2ccccc2C1C#N (configuration not stated)	6.6	i	1.4%	5.8%	.	2.4	-13.8%	7.4
Cc1ccccc1CN1Cc2cnnn2-c2ccccc2C1C#N (configuration not stated)	-115.4*	i	-2.8%	2.4%	.	1.5	-60.4%[inhibitor]	-66.0
CCOP(=O)(OCC)C(Nc1cccc([N+](=O)[O-])c1)c1ccc(OC)cc1 (configuration not stated)	-9.8	i	-10.4%	5.2%	0.1%	1.0	-17.0%	-13.4
CC(=O)O[C@]1(c2ccccc2)CCN(C)[C@H]2CCCC[C@@H]21	0.0	i	0.1%	1.7%	-1.8%	-3.5	i	-2.2
CC(C)(C)NC(=S)N1Cc2ccccc2-n2nncc2C1	?	i	-4.7%	?	.	-1.7	-22.7%	-8.7
CNC(=O)Oc1ccc2ncccc2c1	14.3	i	5.7%	3.7%	-0.1%	-0.3	i	2.1
O=c1cccc2n1CC1CC2CN(S(=O)(=O)c2cc(Cl)ccc2Cl)C1 (configuration not stated)	0.7	i	9.3%	7.5%	-1.0%	-1.4	-24.1%	-7.0
Cc1ccc2c(c1)C(c1ccccc1)=NCC(=O)N2	22.9	i	-6.6%	4.1%	1.4%	-1.4	i	-0.8
COc1cccc(Oc2c(C)oc3cc(OC(=O)N(C)C)ccc3c2=O)c1	23.7	i	5.9%	4.2%	-0.1%	0.3	0.3%[57.5 µM]	8.0
COc1cc(CN2CC=C(c3ccc(F)cc3)CC2)cc(OC)c1	-87.5*	i	-7.7%	4.2%	1.5%	3.0	-17.3%	-23.8
CC1CC(C)CN(CC(=O)c2ccc(OC(F)F)cc2)C1 (configuration not stated)	10.4	i	2.6%	-8.9%	2.5%	-1.4	i	2.6
Cc1ccc(-n2c(O)c(C=NC3CCCC3)c(=O)[nH]c2=O)c(C)c1	-28.2	i	3.2%	7.6%	-8.4%	0.7	-31.9%[inhibitor][57.5 µM]	1.1
Cc1cc(/C=C2\C(=O)NC(=O)N(C)C2=O)c(C)n1-c1ccc2c(c1)OCO2	?	i	-4.7%	8.9%	0.6%	-2.0	i	-3.6
COc1cccc(C(=O)C2CCCN(Cc3cccc4c3OCO4)C2)c1 (configuration not stated)	-28.5	i	-3.2%	6.2%	-0.7%	-2.5	i	0.4
C=CC(C)C(C(=O)c1ccccc1)N(C)C (configuration not stated)	-14.0	i	20.9%	7.2%	-20.0%	-2.9	i	1.4
CCCOc1ccc(C(=O)NC(=S)N2C[C@H]3C[C@H](C2)c2cccc(=O)n2C3)cc1	1.0	i	-15.7%	4.5%	0.6%	-0.2	-0.6%	14.0
CN1C2CCC1CC(OC(=O)CCN1CCCC1)C2 (configuration not stated)	3.3	i	-0.7%	13.1%	1.8%	-4.0	i	-14.2
COc1ccc(C=C2C(=O)NC(=S)NC2=O)cc1OC	-9.4	i	-1.2%	4.5%	.	0.0	-11.4%	-8.9

An excerpt from above in order of number of heavy atoms, low to high.
SMILES	D3 antag	Akt phos inh	EPAC2 antag	EPAC2 ag	Mm-Cpn inhibitor	CCT chaperon mod	PTHR1 agonist	D3 ag
COc1cc(CN2CC=C(c3ccc(F)cc3)CC2)cc(OC)c1	-87.5*	i	-7.7%	4.2%	1.5%	3.0	-17.3%	-23.8
Cc1cc(/C=C2\C(=O)NC(=O)N(C)C2=O)c(C)n1-c1ccc2c(c1)OCO2	?	i	-4.7%	8.9%	0.6%	-2.0	i	-3.6
CCCOc1ccc(C(=O)NC(=S)N2C[C@H]3C[C@H](C2)c2cccc(=O)n2C3)cc1	1.0	i	-15.7%	4.5%	0.6%	-0.2	-0.6%	14.0
